High-throughput results from PubChem BioAssay.
LDHA inh: qHTS assay for inhibitors of human lactate dehydrogenase | L-lactate dehydrogenase A chain (Homo sapiens), P00338 | purified LDHA, NADH/diaphorase-resazurin fluorescence; stronger effect = lower value | activity change, % (values are at about 110 or 230 µM) | actives 0.15% (n = 480,000) | AID 1347041, 2019; in the data active = activity change below about -30%; inconclusive = mostly about -25% to -30%;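 note: plate controls were DMSO wells for no effect and wells without enzyme for full effect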
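Enzyme activity of human lactate dehydrogenase 5 (2 nM; 0.06 mM NADH, 0.2 mM pyruvate, 5 min, RT) is measured via a resazurin/diaphorase fluorescence readout of residual NADH.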
Pol eta inh: qHTS for Inhibitors of Polymerase Eta | AID 588591, 2011 | actives 1.2% (n = 390,000) | Potency, µM (series often up to 114 µM), for inactives: at the highest dose activity change, negative = inhibition, actives largely listed as inhibitors | recombinant Pol eta, fluorescent DNA replication assay | DNA polymerase eta (Homo sapiens), Q9Y253; note: potency is the fitted concentration of half-maximal effect; % is set by controls: 0 for no effect and ±100 for the full control effect
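Fluorescent replication assay: 50 nM final substrate added after a 15 min room-temperature compound preincubation with 10 nM enzyme. Signal taken at 0 min and again at 10 min.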
GRP78 ERSR act: qHTS for Inducers of the Endoplasmic Reticulum Stress Response (ERSR) in Human Glioma: qHTS | U87-MG GRP78 promoter luciferase reporter, 16 h | Potency, µM, for the others: at the highest dose activation, hits mostly activators | actives 0.02% (n = 420,000); note: potency is the fitted concentration of half-maximal effect; series mostly up to about 76 µM; % of control where 0% means no effect; nearly all actives have a fitted effect of over 35% in size
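ERSR induction read as luciferase luminescence (Bright-Glo, 10 min at room temperature) in stably transfected human U87-MG glioma cells exposed to compounds for 16 h, using GRP78 as sensor.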
Pol beta inh: qHTS Assay for Inhibitors of DNA Polymerase Beta | P06746 | actives 1.3% (n = 340,000) | Pol beta primer extension/strand displacement, fluorescence kinetic | Potency, µM (series often up to 114 µM), inactives show top-dose activity change, negative = inhibition, actives largely listed as inhibitors | AID 485314, 2010; note: potency is the fitted concentration of half-maximal effect; % is set by controls: 0 for no effect and ±100 for the full control effect
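Pol beta (10 nM) and compounds were preincubated 15 min at room temperature, then 50 nM substrate (final) started primer extension/strand displacement. Reads were taken at 0 and 10 min; concentration-response data were fitted to a four-parameter Hill equation.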
POLK inh: qHTS for Inhibitors of Polymerase Kappa; purified Pol kappa, fluorescent DNA synthesis assay, 10 min; actives 0.53% (n = 400,000); AID 588579, 2011; Potency, µM (top dose mostly 107 µM), without a hit: top-dose activity, negative = inhibition, usual class: inhibitors; DNA polymerase kappa (Homo sapiens), Q9UBT6; note: potency is the fitted concentration of half-maximal effect; % is set by controls: 0 for no effect and ±100 for the full control effect
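Enzyme at 10 nM met test compounds for 15 min at room temperature. Substrate addition (50 nM final) began the reaction, which was monitored by fluorescence at 0 and 10 min.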
Apoferritin bind: qHTS Assay for Identification of Novel General Anesthetics. Ferritin light chain (Equus caballus), P02791. apoferritin/1-aminoanthracene competitive binding, fluorescence. Potency, µM (highest dose often 77.5 µM), for the others: top-dose activity change, negative = displacement, usual class: inhibitors. actives 0.074% (n = 350,000). AID 485281, 2010; note: potency is the fitted concentration of half-maximal effect; % is set by controls: 0 for no effect and ±100 for the full control effect; nearly all actives have a fitted effect of over 20% in size
Target sequence (P02791 2-175 limits assumed): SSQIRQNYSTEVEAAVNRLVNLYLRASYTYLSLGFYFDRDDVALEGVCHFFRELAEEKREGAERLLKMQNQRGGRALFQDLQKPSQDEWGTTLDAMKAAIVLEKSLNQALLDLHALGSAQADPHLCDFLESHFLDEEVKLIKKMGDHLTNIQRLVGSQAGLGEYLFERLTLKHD
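Horse-spleen apoferritin (10 uM) in 50% saturated 1-aminoanthracene in PBS was incubated 10 min at room temperature with compound. Fluorescence (ex 380, em 535 nm) was normalized to free and bound 1-AMA, with concentration-response fitted by a four-parameter Hill equation.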
APE1 inh: qHTS Assay for Inhibitors of the Human Apurinic/apyrimidinic Endonuclease 1 (APE1); DNA repair nuclease/redox regulator APEX1 (Homo sapiens), P27695; recombinant APE1, TAMRA/BHQ-2 abasic DNA cleavage fluorescence; Potency, µM (doses to about 65.8 µM), for the others: at the top dose activity change, negative = inhibition, usual class: inhibitors; actives 0.35% (n = 350,000);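 note: potency is the fitted concentration of half-maximal effect; plate controls were vehicle for no effect and reference inhibitor for full effect; nearly all actives have a fitted effect of over 55% in size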
Target sequence (P27695 whole entry, looked up): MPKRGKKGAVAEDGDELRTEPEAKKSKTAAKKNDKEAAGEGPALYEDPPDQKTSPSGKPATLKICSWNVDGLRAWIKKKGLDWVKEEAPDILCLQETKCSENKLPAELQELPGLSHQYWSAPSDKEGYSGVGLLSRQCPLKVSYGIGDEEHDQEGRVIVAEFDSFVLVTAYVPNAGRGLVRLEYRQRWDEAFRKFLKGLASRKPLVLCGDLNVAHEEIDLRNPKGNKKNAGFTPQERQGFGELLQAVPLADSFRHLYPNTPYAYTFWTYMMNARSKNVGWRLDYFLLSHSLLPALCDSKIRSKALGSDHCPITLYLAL
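0.75 nM APE1 + cpd, 15 min RT; start w/ 50 nM TAMRA/BHQ-2 THF-abasic dsDNA; kinetic fluor 525/598 nm ×3 reads @60 s; Δ(read3−read1); normalized to DMSO and NSC13755 control wells.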
POLI inh: qHTS for Inhibitors of Polymerase Iota. DNA polymerase iota (Homo sapiens), Q9UNA4. Pol iota fluorescent replication assay, 10 min. Potency, µM (series often up to 115 µM), for inactives: top-dose activity, negative = inhibition, usual class: inhibitors. actives 1% (n = 390,000). AID 588590, 2011; note: potency is the fitted concentration of half-maximal effect
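Pol iota at 10 nM preincubated 15 min with compounds at room temperature; reaction started with fluorescent substrate, 50 nM final. Fluorescence read kinetically at 0 and 10 min; buffer-only wells as negative control.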
BLM helicase inh: qHTS Assay for Inhibitors of Bloom's syndrome helicase (BLM); recombinant BLM DNA unwinding, fluorescence dequenching; Potency, µM (highest dose often 56.1 µM), for inactives: at the top dose activity change, negative = inhibition, most hits filed as inhibitors; actives 0.2% (n = 350,000); AID 2528, 2010;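 note: potency is the fitted concentration of half-maximal effect; plate controls were vehicle for no effect and no enzyme for full effect; nearly all actives have a fitted effect of over 35% in size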
Active calls of the source: *; ? = inconclusive; . = no result given; & = joins results of further samples; [ ] = another dose, or the depositor's remark. Unless noted, calls come from the whole dose curve; as a rule, active = well fitted curve in the direction sought with a large enough effect; inconclusive = small, poorly fitted or top-dose-only effect, or another doubt; inactive = no such curve, though single readings can be large; an effect the other way counts as inactive or inconclusive.

Sample of the layout:
The line under a structure holds: POLK inh	Pol beta inh	APE1 inh	GRP78 ERSR act	Pol eta inh	Apoferritin bind	LDHA inh	BLM helicase inh	POLI inh
> CC[N+](C)(CC)CCOC(=O)C(O)(c1ccccc1)C1CCCCC1 (stereo not given)
  1%	-2%	3%	-2%&-4%	-4%	-8%	-3	-2%	6%
> O=c1[nH]c2cc(C(F)(F)F)c(N3CCOCC3)cc2n(CP(=O)(O)O)c1=O
  0%[19.4 µM]	.	10%	-1%	.	3%	.	-9%	.
> CCC(C)n1ncn(-c2ccc(N3CCN(c4ccc(OCC5COC(Cn6cncn6)(c6ccc(Cl)cc6Cl)O5)cc4)CC3)cc2)c1=O (stereo not given)
  ?	0%&11%	1%&-5%&-7%	-2%&-3%	-17%	1%&-4%	-11	-1%&-7%&-5%	-7%

The whole of this part, from the start:
The line under a structure holds: POLK inh	Pol beta inh	APE1 inh	GRP78 ERSR act	Pol eta inh	Apoferritin bind	LDHA inh	BLM helicase inh	POLI inh
> CC[N+](C)(CC)CCOC(=O)C(O)(c1ccccc1)C1CCCCC1 (stereo not given)
  1%	-2%	3%	-2%&-4%	-4%	-8%	-3	-2%	6%
> O=c1[nH]c2cc(C(F)(F)F)c(N3CCOCC3)cc2n(CP(=O)(O)O)c1=O
  0%[19.4 µM]	.	10%	-1%	.	3%	.	-9%	.
> CCC(C)n1ncn(-c2ccc(N3CCN(c4ccc(OCC5COC(Cn6cncn6)(c6ccc(Cl)cc6Cl)O5)cc4)CC3)cc2)c1=O (stereo not given)
  ?	0%&11%	1%&-5%&-7%	-2%&-3%	-17%	1%&-4%	-11	-1%&-7%&-5%	-7%
> CCOC(=O)C(CCc1ccccc1)NC(C)C(=O)N1Cc2ccccc2CC1C(=O)O (stereo not given)
  -1%[60.1 µM]	.	.	-4%	.	1%	.	4%	.
> O=C(O)CCC/C=C\C[C@@H]1[C@@H](CC[C@@H](O)CCc2ccccc2)[C@H](O)C[C@@H]1O
  -8%[12 µM]	.	16%	4%	.	3%	.	0%	.
> CC[n+]1c(C)sc2cc(OC)ccc21
  5%	48%[activator]	26%	-17%	-12%	-4%	-6	-2%	20%
> CCCCCCCCCCCCCCC[C@H](O)[C@H](N)CO
  ?	?	.	-13%&-3%&-5%	?	.	-3	.	-18%[58.9 µM]
> CCCn1cnc2c1c(=O)n(CCCCC(C)=O)c(=O)n2C
  3%[60.1 µM]	2%[57.1 µM]	1%&-2%	-2%&-3%&-4%	-4%[57.1 µM]	.	-12	4%	-1%[58.9 µM]
> O=C(CCNNC(=O)c1ccncc1)NCc1ccccc1
  8%[60.1 µM]	5%	14%	-4%&-4%&-2%&-4%	-11%	5%	-2	-2%	-7%
> O=C(O)[C@H]1[C@H]2C[C@H]3c4[nH]c5ccccc5c4CCN3C[C@@H]2CC[C@@H]1O
  ?	.	-11%	-2%	.	.	.	-12%	.
> CCCNC(C)C(=O)Nc1c(C)csc1C(=O)OC (stereo not given)
  4%	.	17%	0%	-17%	.	-5	.	17%
> OCCN1CCN(CCCN2c3ccccc3Sc3ccc(Cl)cc32)CC1
  -17%[60.1 µM]	14%	?	-12%&-3%&-5%&-3%	-17%	-10%	-1	-8%	9%
> Cc1c(NC(=O)c2cccnc2)c(=O)n(-c2ccccc2)n1C
  0%	?	4%	-3%&-1%&-4%	-14%	35%[activator]	-6	-10%	-19%[58.9 µM]
> CC(C(=O)O)c1ccc(C(=O)c2cccs2)cc1 (stereo not given)
  6%	.	0%	-1%&-4%	3%	2%	-7	-10%	-17%
> COc1cc(C(c2c(C)[nH][nH]c2=O)c2c(C)[nH][nH]c2=O)ccc1OC(=O)c1ccccc1F
  -13%	2%	.	-1%	-10%	-4%	0	-3%	?
> COc1ccc(C(=O)NCc2ccc(OCCN(C)C)cc2)cc1OC
  0%[19.4 µM]	.	.	-3%&1%	-16%	.	-8	-5%	13%
> CC1(C)O[C@@H]2C[C@@H]3[C@H]4C[C@@H](F)C5=CC(=O)C=C[C@]5(C)[C@@]4(F)[C@@H](O)C[C@]3(C)[C@]2(C(=O)CO)O1
  -1%[60.1 µM]	.	.	-2%	.	4%	.	5%	.
> CC1(C)Cc2c(sc(NC(=S)NC(=O)c3ccccc3)c2C(=O)O)CO1
  -6%	7%	5%	-3%	-2%	-7%	1	-3%	4%
> CCOC(=O)c1ccc(N)cc1
  -8%	.	9%	0%&-5%&-4%	4%	-4%[29.3 µM]	-9	-13%	-15%
> C/C=C(/C)C(=O)O[C@@H]1c2c(ccc3ccc(=O)oc23)OC(C)(C)[C@@H]1OC(=O)/C(C)=C\C
  -4%	-6%	-1%	-2%	-31%	?	0	-11%	-8%
> Cc1[nH]n2c(=O)cc(-c3ccc(Cl)cc3)nc2c1-c1ccccc1
  0%	-23%	.	2%	-13%	8%	-2	-10%	-8%
> CC(=O)NC(Cc1ccccc1)C(=O)O (stereo not given)
  15%	5%	5%	-1%&-5%	-9%	-5%	-3	4%&1%	20%
> COc1ccc(C2=NC(c3ccc(Cl)cc3)C(c3ccc(Cl)cc3)N2C(=O)N2CCNC(=O)C2)c(OC(C)C)c1 (stereo not given)
  -10%[12 µM]	.	-2%	3%	.	-7%	.	-17%	.
> C/C=C\C(=O)N(CC)c1ccccc1C
  -5%[12 µM]	.	.	-5%	.	-6%[29.3 µM]	.	-2%[21.4 µM]	.
> CN(C)CCOC(C)(c1ccccc1)c1ccccn1 (stereo not given)
  -11%[60.1 µM]	41%	5%&0%&-7%&-2%	-3%&-2%&-4%	3%	-8%&3%	-19&3	-1%&-8%&-2%	-22%
> C=CC1=C(C(=O)O)N2C(=O)[C@@H](NC(=O)C(N=O)c3csc(N)n3)[C@H]2SC1 (stereo not given in full)
  ?	.	.	-4%	.	1%	.	7%	.
> Cc1c(I)c(=O)n(-c2ccccc2)n1C
  0%[60.1 µM]	.	-2%	-3%	.	-20%	.	-10%	.
> COc1ccc(CC(=O)NCC(c2cccs2)S(=O)(=O)c2ccc(Cl)cc2)cc1 (stereo not given)
  -7%[60.1 µM]	7.9µM*	.	-1%	-25%	-14%	-4	-2%	-4%
> Cc1cc(CC(C)CC(C)(C)C)n(O)c(=O)c1 (stereo not given)
  3%[19.4 µM]	.	.	?	.	.	-3	-5%	5%
> CN1CCOC(c2ccccc2)c2ccccc2C1 (stereo not given)
  -18%	15%	14%	-4%&-5%	-1%	-15%&-8%	-7	0%&-3%	-3%
> CC(=O)OCC1=C[C@@H]2OC(=O)C3=CO[C@@H](O[C@@H]4O[C@H](CO)[C@@H](O)[C@H](O)[C@H]4O)[C@H]1[C@@H]32
  13%	.	40%	-2%	-9%	.	2	.	0%
> COc1ccc(-n2ccn(CC(=O)Nc3ccc(C)c(C)c3)c(=O)c2=O)cc1OC
  -18%	?	.	-2%	-2%	-5%	-10	-11%	33%[activator]
> CCOc1ccc(NC(=O)Cn2cc(C(=O)c3ccco3)c3ccccc32)cc1
  7%&-12%	1%&5%	11%	3%&-2%	-13%&1%	?	-10&0	-8%&-8%	-14%&-2%
> CCC[C@H](N[C@@H](C)C(=O)N1[C@@H]2CCCC[C@H]2C[C@H]1C(=O)O)C(=O)OCC
  -12%[60.1 µM]	.	.	-1%	.	6%	.	3%	.
> O=C(CC1N=C2c3ccccc3N=C(SCc3ccc(F)cc3)N2C1=O)NC1CCCCC1 (stereo not given)
  0%[60.1 µM]	6%	.	-4%	-18%	?	-3	0%	25%
> CC[C@H](Cc1c(I)cc(I)c(N)c1I)C(=O)O
  ?	.	.	-4%	.	-2%[29.3 µM]	.	4%[21.4 µM]	.
> CN(C(=O)CCCOc1ccc2[nH]c(=O)ccc2c1)C1CCCCC1
  -9%[60.1 µM]	14%[57.1 µM]	-2%&-3%	4%&-2%&-2%	-3%[57.1 µM]	.	.	1%	4%[58.9 µM]
> CC(=O)c1ccc(S(=O)(=O)NC(=O)NC2CCCCC2)cc1
  -22%[60.1 µM]	12%[57.1 µM]	4%	-2%&4%&-4%&-3%	-3%	.	-15	2%	-6%
> CC(=O)O[C@@]1(C(C)=O)CCC2C3C=C(Cl)C4=CC(=O)C5CC5[C@@]4(C)C3CC[C@]21C (stereo not given in full)
  -17%[60.1 µM]	.	2%	-3%	.	0%	.	-15%	.
> COc1cc(O)c2c(=O)cc(-c3ccc(OC)c(-c4c(O)cc(O)c5c(=O)cc(-c6ccc(O)cc6)oc45)c3)oc2c1
  ?	.	-6%	?	.	2%	.	1%	.
> Cc1cc(Nc2cc(N3CCN(C)CC3)nc(Sc3ccc(NC(=O)C4CC4)cc3)n2)n[nH]1
  -18%	.	.	-5%	-8%	.	-4	.	-10%
> CN1CCN(CCC(=O)N2c3ccccc3Sc3ccc(C(F)(F)F)cc32)CC1
  -1%[19.4 µM]	45%	-4%	-5%&-4%	6%	-13%	-1	-7%&2%	-6%
> CN1CCN(C(c2ccccc2)c2ccccc2)CC1
  -23%	.	39%	-3%&-3%&-1%	-5%	4%[29.3 µM]	-4	-12%	10%
> NC(=O)c1cn(Cc2c(F)cccc2F)nn1
  2%[60.1 µM]	.	?	-3%&-2%&0%&-1%	-16%	-6%	-10	-8%&3%	17%
> CCCCCCO
  -2%	.	20%&0%	-2%	-11%	.	-11	.	4%
> Cc1cc(-c2ccccc2)nnc1NCCN1CCOCC1
  15%	29%	6%	-2%&-2%&-5%	-15%	-6%	-4	2%	-9%

The list is partial. The share of hits here may be higher or lower than overall.
